GLP1R ag = activates the human GLP-1 receptor | P43220 | HEK293 GLP-1R CRE-luciferase, luminescence, 4-6 h; cells express a hypersensitive GLP-1R form | Potency, µM (series often up to 45.6 µM), inactives show top-dose activation, most hits filed as activators | 0.007% of 380,000 active | AID 624172; further: % of control where 0% means no effect
Target sequence (P43220 whole entry, looked up): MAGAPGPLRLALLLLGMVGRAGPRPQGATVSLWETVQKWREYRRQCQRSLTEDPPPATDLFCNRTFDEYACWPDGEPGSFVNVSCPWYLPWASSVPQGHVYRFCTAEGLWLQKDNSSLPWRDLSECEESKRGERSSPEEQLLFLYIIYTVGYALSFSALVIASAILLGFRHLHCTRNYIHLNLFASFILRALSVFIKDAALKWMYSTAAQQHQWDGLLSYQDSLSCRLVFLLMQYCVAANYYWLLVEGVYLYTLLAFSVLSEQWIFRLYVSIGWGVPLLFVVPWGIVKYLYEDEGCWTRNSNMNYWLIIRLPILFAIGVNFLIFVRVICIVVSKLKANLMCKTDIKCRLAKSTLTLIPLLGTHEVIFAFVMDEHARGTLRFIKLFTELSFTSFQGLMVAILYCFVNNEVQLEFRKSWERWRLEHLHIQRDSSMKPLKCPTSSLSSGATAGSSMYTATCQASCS
GLP1R cytotox = cytotoxicity in counter-screen for GLP-1R inverse agonists. HEK293 cAMP-luciferase reporter cells, luminescence, 24 h. Potency, µM (titrated, usually from 38.3 µM), for the others: top-dose activity change, negative = inhibition, hits mostly inhibitors. 0.13% of 410,000 active;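 further: loss of luciferase light is scored as toxicity; on the % scale 0 is the no-effect control and ±100 the full control effect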
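Seeding density was 200 cells/uL; after overnight-length (12 h) culture, 23 nL compounds went on for 24 h at 37 °C. Readout used a luciferase detection reagent, luminescence taken after 12 min at room temperature.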
KB-3-1 tox = KB-3-1 parental cell cytotoxicity. KB-3-1 viability, CellTiter-Glo ATP luminescence, 72 h. 1.4% of 400,000 active. Potency, µM (top dose mostly 46.1 µM), for the others: at the top dose activity change, negative = cytotoxic, hits mostly cytotoxic; further: on the % scale 0 is the no-effect control and ±100 the full control effect; nearly all actives have a fitted effect of over 60% in size
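Luminescent ATP read-out (CellTiter-Glo) measures survival of drug-naive KB-3-1 cells after 72 h compound exposure at 37 °C. Titration series was screened from lowest to highest concentration, with DMSO vehicle plates as background controls.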
TDP-43 yeast inh = inhibitors of TDP-43 toxicity in yeast; TDP-43 expressing yeast growth rescue, BacTiter-Glo, 24 h; Potency, µM (top dose mostly 46.1 µM), for the others: top-dose growth rescue (activation), most hits filed as activators; 1.8% of 410,000 active; AID 652104; further: % of control where 0% means no effect; nearly all actives have a fitted effect of over 50% in size
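Luminescence from BacTiter-Glo reports growth of TDP-43-expressing yeast after 24 hr at 30 deg C with compound. Cells were raffinose-pregrown to mid-log, then seeded in galactose medium at OD600=0.02.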
GLP-1R inv ag = inverse agonists of human GLP-1 receptor; P43220; HEK293 GLP-1R CRE-luciferase, luminescence, 24 h; GLP-1R form is constitutively active; Potency, µM (series often up to 38.3 µM), without a hit: top-dose activity change, negative = inhibition, actives largely listed as inhibitors; 1.6% of 410,000 active; further: on the % scale 0 is the no-effect control and ±100 the full control effect; nearly all actives have a fitted effect of over 55% in size
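Constitutively active GLP-1R drives a cAMP-responsive luciferase in stably transfected HEK293 cells; test compounds are added after overnight (12 h) attachment and left 24 hr, and signal loss in luminescence marks inhibition.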
SW480 rereplic = induces DNA re-replication in SW480 colon adenocarcinoma cells; SW480 DNA re-replication, Hoechst DNA content imaging, 48 h; Potency, µM (titrated, usually from 46.1 µM), inactives show at the highest dose re-replication activation, actives largely listed as activators; 1.8% of 340,000 active; AID 624297; further: % of control where 0% means no effect; nearly all actives have a fitted effect of over 55% in size
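Cells (250 per well) received 23 nL compound or DMSO by pin tool and were kept 48 hr at 37 C, 5% CO2. Nuclei were then stained with Hoechst for 40 min and scanned for DNA content.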
HT1080 IDH1KD tx = HT-1080 IDH1 knockdown cell toxicity (counter line); HT-1080 IDH1 knockdown viability, ATP luminescence, 48 h; 2% of 360,000 active; Potency, µM (titrated, usually from 46.1 µM), inactives show top-dose activity, negative = toxicity, most hits filed as cytotoxic;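 further: 0% = DMSO wells and -100% = cell-free medium wells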
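Viability of IDH1-knockdown HT-1080 fibrosarcoma cells was assessed by CellTiter-Glo after 48 h at 37 °C with titrated compound; concentration-effect curves were classified by fit quality and response size.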
HT1080-NT tox = kills 2HG-producing HT-1080-NT fibrosarcoma cells | HT-1080-NT fibrosarcoma viability, CellTiter-Glo ATP luminescence, 48 h | Potency, µM (titrated, usually from 46.1 µM), for the others: at the top dose activity, negative = less viability, actives largely listed as cytotoxic | 1.6% of 360,000 active | AID 686970;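 further: NT is the 2HG producing partner of a matched IDH1 knockdown line; 0% = DMSO-treated cells and -100% = media-only wells without cells; nearly all actives have a fitted effect of over 55% in size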
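750 cells/well, RPMI + 5% FBS; 2 h settle, compound pin-transfer, 48 h at 37 degrees C. CellTiter-Glo 10 min RT, luminescence. Normalized to DMSO and media-only wells.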
KB-V1 cytotox = KB-V1 MDR subline cytotoxicity. Potency, µM (top dose mostly 46.1 µM), without a hit: at the highest dose activity change, negative = cytotoxicity, actives largely listed as cytotoxic. 3.4% of 400,000 active. KB-V1 MDR cells viability, CellTiter-Glo, 72 h. AID 1347076; further: on the % scale 0 is the no-effect control and ±100 the full control effect; nearly all actives have a fitted effect of over 60% in size
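Potencies derive from concentration-effect curves fitted to normalized luminescence (CellTiter-Glo) of KB-V1 cells treated for 72 h at 37 degrees C in phenol-red-free DMEM containing 10% FBS.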
Starred values were filed as active, the others as inactive; ? = inconclusive; . = not tested or not shown; [ ] = dose if it differs, or a comment. The call rests on the fitted dose curve; in most records, active means well fitted curve in the direction sought with a large enough effect; inconclusive means small, poorly fitted or top-dose-only effect, or another doubt; inactive means no such curve, though single readings can be large; an effect the other way counts as inactive or inconclusive. Potency means the concentration at half of the fitted maximal effect.

Every second line gives: GLP-1R inv ag, HT1080-NT tox, GLP1R cytotox, GLP1R ag, KB-V1 cytotox, KB-3-1 tox, SW480 rereplic, HT1080 IDH1KD tx, TDP-43 yeast inh
> COc1ccc(NC(=O)c2nc(SC)ncc2Cl)cc1
  -13.6%, 3.4%, -10.1%, -1.8%, -2.5%, 4.2%, -6.8%, 10.1%, 20µM*
> O=C1NCCCC1C(=O)N/N=C/c1ccc([N+](=O)[O-])cc1 (stereo not given)
  15.9%, 4.3%, 2.7%, -6.3%, 8.1%, 2.4%, 0.9%, 8.9%, 18.9%
> CC(NC(=O)CSCc1ccccc1Br)c1ccccc1 (stereo not given)
  ?, 11.9%, 34.2%[activator], -0.7%, -4.0%, 4.4%, -1.8%, 14.2%, ?
> COc1ccc(/C=N/NC(=O)c2cccc([N+](=O)[O-])c2)cc1OC
  30.8%, -3.4%, 0.3%, -4.7%, -2.2%, 0.7%, 5.7%, 1.9%, 5.2%
> CCOc1ccc(N2CC(C(=O)OCC(=O)c3ccc(OC)cc3)CC2=O)cc1 (stereo not given)
  15.2%, 23.6%, -8.0%, 2.9%, 11.5%, 11.9%, -9.6%, 13.8%, 23.3%
> CC(Oc1ccc(Cl)cc1)C(=O)Nc1ncccn1 (stereo not given)
  20.6%, 10.2%, -3.5%, -7.4%, -17.8%, 23.6%, 0.6%, 10.0%, -12.9%
> COc1ccc(OC)c(-c2csc(NC(=O)CSc3ccccc3)n2)c1
  ?, -1.2%, -3.7%, 12.3%, ?, -2.8%, 0.8%, 1.0%, ?
> CCOC(=O)N/N=C/c1c(C)c(C(=O)c2ccc(F)cc2)n2ccccc12
  6.7%, 17.6%, 17.1%, 0.2%, 0.9%, -1.4%, -3.8%, 17.3%, -0.2%
> Cc1ccc(OCc2nnc(NC(=O)c3cccnc3)s2)cc1
  5.9%, 0.0%, 1.9%, -6.2%, ?, 19.2%, -10.7%, 5.3%, 9.3%
> COc1ccc(Cl)cc1NC(=O)CN(C)C(=O)c1cc(C)oc1C
  -4.6%, 2.2%, 0.1%, 6.0%, -16.8%, 12.5%, -4.3%, 4.1%, 24.9%
> Cc1ccc(C)c(NC(=O)c2nc(-c3ccccc3)n(-c3ccccc3)n2)c1
  0.0%, 12.9%, -6.2%, -3.7%, ?, -23.8%, ?, 4.3%, 17.8µM*
> Oc1ccc(C(=S)N2CCCCC2)cc1Cl
  -12.0%, -2.8%, 3.4%, 0.4%, 18.4µM*, -10.6%, 3.4%, -5.1%, -9.7%
> O=C(c1cc(-c2ccc(Cl)cc2Cl)on1)N1CCCC1
  ?, -15.9%, -0.2%, 2.1%, -9.0%, -14.4%, 21.6%, -7.1%, 13.9%
> CCOc1ccc(CNCc2c(C(=O)O)n(Cc3ccc(OC)cc3)c3ccccc23)cc1
  ?, ., ?, ., -4.0%, ?, ., ., 26.8%
> Cn1c(NCc2ccco2)nc2c1c(=O)n(Cc1ccc(Cl)cc1Cl)c(=O)n2C
  0.1%, -2.9%, -5.9%, -3.0%, 4.8%, 15.3%, 16.4µM*, ?, -8.7%
> CCc1ccc(C(=O)/C=C/c2cnn(C)c2C)s1
  0.0%, -0.3%, 0.1%, -11.1%, -26.6%, ?, -8.6%, -2.2%, ?
> O=Cc1cnc(N2CCN(c3ccccc3)CC2)s1
  -6.5%, 20.1%, 5.2%, 13.7%, 26.6%, 14.1%, -2.9%, 13.2%, -15.3%[0.397 µM]
> Cc1nonc1NC(=O)CSc1nc2ccc(Cl)cc2[nH]1
  19.7%, 3.2%, -3.6%, -0.1%, -20.6%, -5.2%, -8.8%, -8.3%, -4.9%
> COc1ccccc1Nc1nnc(SCC(=O)NC(=O)Nc2ccc3c(c2)OCCO3)s1
  4.8%, 9.3%, 3.2%[1.53 µM], -1.3%, -6.3%, -21.4%, 16.7%, 8.2%, ?
> O=c1[nH]c(=O)n(C2OC(CO)C(O)C2O)cc1F (stereo not given)
  173.9%[activator], 10.3µM*, -35.1%, 15.4%, 20.6µM*, 20.6µM*, 1.03µM*, 0.92µM*, ?
> Cc1ccc(-c2cc(C(F)F)n3ncc(C(=O)N4CCc5ccccc54)c3n2)cc1
  ?, 2.91µM*, -7.4%, -4.0%, 5.8µM*, 3.9%, 7.31µM*, 2.31µM*, 5.8%
> Cc1cc(N2CCCC2=O)ccc1S(=O)(=O)NCCOc1ccccc1
  -13.1%, 3.1%, 1.8%, 12.3%, 0.0%, 0.0%, 4.6%, -0.7%, -13.5%
> Fc1ccc(CNCc2cccc(Br)c2)cc1
  3.8%, -0.1%, -9.0%, 10.9%, 3.8%, 13.5%, -5.5%, 4.0%, -2.3%
> COc1cc2c(cc1OC)C(c1ccc(OC)c(OC)c1OC)CC(=O)N2 (stereo not given)
  12.5%, 10.6%, -14.9%, 2.2%, 8.7%, 4.3%, -8.1%, 1.7%, 5.0%
> Cn1cccc1CC(=O)NNC(=O)Nc1ccccc1F
  -6.4%, 6.9%, -14.3%, -0.7%, 15.4%, 12.0%, -4.1%, 17.9%, 20.0%
> O=C(CN1C(=O)NC2(CCCCCC2)C1=O)c1ccc(Cl)s1
  ?, -5.4%, -12.3%, 5.7%, 0.7%, 1.8%, ?, -6.5%, -12.6%
> O=C(NCc1cccnc1)C1CCC(CNS(=O)(=O)c2cccc3nsnc23)CC1 (stereo not given)
  0.3%, 9.2%, 4.0%, 6.1%, 0.0%, 9.3%, 1.7%, -0.1%, 10.4%
> CC(C)C[C@H]1CN([C@@H](Cc2ccc(O)cc2)CN2CCC[C@@H]2CN2C(=S)NC[C@@H]2Cc2ccccc2)C(=S)N1CCc1ccccc1
  ?, -10.6%, -4.5%, -3.3%, ?, -4.3%, ., -7.9%, 27.0%
> CC(C)CCn1c(=O)c2ccccc2n2c(CCC(=O)NC3CCN(Cc4ccccc4)CC3)nnc12
  -19.5%, 5.0%, -12.0%, -1.9%, 0.3%, 0.0%, -13.4%, 6.8%, -3.7%
> CCS(=O)(=O)N1CCc2nc(-c3ccccc3)sc2C1
  -22.9%, 16.1%, -2.0%, 12.1%, -2.8%, -2.3%, -12.8%, 25.5%, 11.4%
> CCC(=O)N1CCN(c2ccc(NC(=O)c3ccc(Br)o3)cc2)CC1
  59.0%[activator], -3.6%, 0.9%, 1.9%, -17.5%, -9.7%, 20.6µM*, -13.2%, -25.9%
> COc1ccc(C(C(=O)NC2CCCCC2)N(C(=O)Cc2c[nH]c3ccccc23)c2ccccc2)cc1OC (stereo not given)
  ?, -2.5%, -23.2%, -29.1%, 23.1µM*, 4.8%, ?, -15.8%, -27.0%
> Cc1cccc(Cc2nnc(CCC(=O)N3CCCC(CN4CCOCC4)C3)o2)c1 (stereo not given)
  8.1%, 7.0%, -7.7%, 5.2%, -2.2%, -0.2%, -6.0%, 9.3%, 2.6%
> CCn1c(SCC(=O)Nc2cc(C)nn2-c2ccccc2)nnc1-c1cccs1
  10.7%, 20.3%, -6.1%, 1.2%, -1.0%, 7.6%, -4.6%, 7.5%, -1.3%
> CCC(C)NCC(=O)Nc1cc(S(=O)(=O)N(CC)c2ccccc2)ccc1Cl (stereo not given)
  ?, -19.6%, -2.6%, 6.4%, -26.1%, ?, 13.5%, -12.0%, 7.3%
> Cc1ccc2[nH]c(CCN(C)C)c(CC#N)c2c1
  -11.6%, -7.4%, 4.9%, -1.0%, ?, -1.8%, 2.1%, -26.3%, -25.6%
> CCOC(=O)CNC(=O)CSc1nccn1Cc1ccco1
  5.5%[7.66 µM], 0.0%, 0.5%[7.66 µM], -0.9%, -0.5%, -3.1%, -1.5%, 1.9%, -9.2%
> Cc1c(C(=O)N(C)C)c2cc(Cl)ccc2n1O
  3.4%, -10.4%, 0.8%, -0.9%, -0.1%, -7.8%, -6.1%, -5.3%, -26.4%
> Cc1ccc2c(c1)nnn2C1CCN(CC(=O)c2ccc(Cl)cc2)CC1
  -12.2%, 2.1%, -23.8%, -10.3%, -1.5%, 12.6%, 1.8%, 2.8%, -0.4%
> O=c1oc(-c2cccs2)nc2c1cnn2-c1ccccc1
  -7.3%, 3.5%, 7.3%, -2.0%, -12.7%, -0.9%, ?, 0.6%, -4.0%

6 structures out of the list, ordered by SMILES length, low to high.
Every second line gives: GLP-1R inv ag, HT1080-NT tox, GLP1R cytotox, GLP1R ag, KB-V1 cytotox, KB-3-1 tox, SW480 rereplic, HT1080 IDH1KD tx, TDP-43 yeast inh
> Cc1c(C(=O)N(C)C)c2cc(Cl)ccc2n1O
  3.4%, -10.4%, 0.8%, -0.9%, -0.1%, -7.8%, -6.1%, -5.3%, -26.4%
> Cc1ccc2[nH]c(CCN(C)C)c(CC#N)c2c1
  -11.6%, -7.4%, 4.9%, -1.0%, ?, -1.8%, 2.1%, -26.3%, -25.6%
> Cc1cc(N2CCCC2=O)ccc1S(=O)(=O)NCCOc1ccccc1
  -13.1%, 3.1%, 1.8%, 12.3%, 0.0%, 0.0%, 4.6%, -0.7%, -13.5%
> CCC(=O)N1CCN(c2ccc(NC(=O)c3ccc(Br)o3)cc2)CC1
  59.0%[activator], -3.6%, 0.9%, 1.9%, -17.5%, -9.7%, 20.6µM*, -13.2%, -25.9%
> CCC(C)NCC(=O)Nc1cc(S(=O)(=O)N(CC)c2ccccc2)ccc1Cl (stereo not given)
  ?, -19.6%, -2.6%, 6.4%, -26.1%, ?, 13.5%, -12.0%, 7.3%
> CC(C)CCn1c(=O)c2ccccc2n2c(CCC(=O)NC3CCN(Cc4ccccc4)CC3)nnc12
  -19.5%, 5.0%, -12.0%, -1.9%, 0.3%, 0.0%, -13.4%, 6.8%, -3.7%

Compound activity: PubChem BioAssay, National Center for Advancing Translational Sciences (NCATS)
